Screening results: PubChem BioAssay, National Center for Advancing Translational Sciences (NCATS)
DRD3 agonist: agonists of human D3 dopamine receptor | P35462 | D3R DiscoveRx beta-arrestin cells, luminescence, 90 min | max activation, % | hit rate 0.58% among 410,000; in the data active = max activation above about 30%; note: 0% is about no effect; mostly tested at two doses, the higher about 12 µM
Target sequence (P35462 whole entry, looked up): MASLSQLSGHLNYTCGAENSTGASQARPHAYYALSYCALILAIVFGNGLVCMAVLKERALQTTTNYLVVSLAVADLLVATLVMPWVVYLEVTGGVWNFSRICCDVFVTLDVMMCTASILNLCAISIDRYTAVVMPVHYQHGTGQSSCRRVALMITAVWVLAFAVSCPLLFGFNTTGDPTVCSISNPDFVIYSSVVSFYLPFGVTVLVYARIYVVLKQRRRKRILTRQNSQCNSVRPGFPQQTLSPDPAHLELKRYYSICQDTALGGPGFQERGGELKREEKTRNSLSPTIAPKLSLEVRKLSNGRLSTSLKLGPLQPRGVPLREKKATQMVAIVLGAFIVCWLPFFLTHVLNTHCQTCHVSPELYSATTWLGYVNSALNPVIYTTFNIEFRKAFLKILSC
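Cells at 1500/well, incubated overnight, then treated with pinned compounds (dopamine as control) for 90 min at 37 degrees C. DiscoveRx reagent added for 30 - 60 minutes at room temperature; luminescence read.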
SW480 rereplic: induces DNA re-replication in SW480 colon adenocarcinoma cells. SW480 DNA re-replication, Hoechst DNA content imaging, 48 h. Potency, µM (highest dose often 46.1 µM), for the others: at the highest dose re-replication activation, actives largely listed as activators. hit rate 1.8% among 340,000; active = well fitted activation curve with a large enough effect; inconclusive = small, poorly fitted or top-dose-only effect; inactive = no such curve, though single readings can be large or run the other way; note: potency is the fitted concentration of half-maximal effect; % of control where 0% means no effect; nearly all actives have a fitted effect of over 55% in size
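Image-based DNA-content assay: after two days of treatment, nuclei were labelled with the DNA dye Hoechst and imaged, and hits were compounds raising the count of nuclei showing high fluorescence intensity.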
An asterisk follows results filed as active; u = inconclusive; x = not tested or not shown. An excerpt. The share of hits here may be higher or lower than overall.

SMILES | DRD3 agonist | SW480 rereplic
O=c1nc2n(Cc3ccccc3)c3ccccc3cc-2c(=O)[nH]1 | x | -0.4%
CCOC(=O)C1=C(c2ccccc2)NC(=S)NC1c1ccc(Cl)c([N+](=O)[O-])c1 (stereo not given) | x | 1.5%
O=C(C1CCN(S(=O)(=O)c2cccc3cccnc23)CC1)N1CCN(C2CCCC2)CC1 | x | -4.2%
Cn1c(=O)c(C(=O)COC(=O)c2cc(-c3ccccc3)nc3ccccc23)c(N)n(Cc2ccccc2)c1=O | x | 2.8%
O=C(N/N=C/c1ccco1)c1cc(C2CC2)nc2ccccc12 | x | u
CC1CCCC(C)N1/N=C/c1cc(Br)c(O)c(Br)c1 (stereo not given) | x | -11.1%
COc1ccc(CNC(=O)C2CCN(S(=O)(=O)c3cccc4cccnc34)CC2)cc1 | x | -1.7%
COC(=O)C1=C(C)N(Cc2ccco2)C(=O)N[C@H]1c1ccc(Br)cc1 | x | 15.8%
CC(C)CNC(=O)c1ccc(Cl)c(N)c1 | x | 6.3%
C#CCOCCOCCOCCNc1nc(N2CCN(C(=O)Cn3cc(CCCN=C(N)N)nn3)CC2)nc(N2CCN(C(=O)Cn3cc(CCCN=C(N)N)nn3)CC2)n1 | x | 0.7%
CCOC(=O)C(C)(C)N(Cc1ccc(Cl)cc1)S(=O)(=O)c1ccc(Cl)c([N+](=O)[O-])c1 | x | u
O=C(COC(=O)/C=C/c1cccc(Cl)c1)Nc1ccccc1-c1ccccc1 | x | 2.0%
CCc1cccc(NC(=O)CSc2nnc(-c3cc4occc4n3C)n2-c2ccccc2C)c1 | 10.7 | x
Cc1cc(OCC(=O)NCCc2nc3ccccc3[nH]2)cc(C)c1Cl | -2.6 | x
CCN(CC)CCCNC(=O)c1oc2c(c1C)-c1nn(Cc3ccc(Cl)cc3)cc1CC2 | -23.1 | x

Whole records, looked up by structure.
COc1ccc(CNC(=O)C2CCN(S(=O)(=O)c3cccc4cccnc34)CC2)cc1 as listed: DRD3 agonist: x; SW480 rereplic: -1.7%
Cc1cc(OCC(=O)NCCc2nc3ccccc3[nH]2)cc(C)c1Cl as listed: DRD3 agonist: -2.6; SW480 rereplic: x

(list continues)
SMILES | DRD3 agonist | SW480 rereplic
CN(C)CCCO[C@@H]1[C@H]2OC(C)(C)O[C@H]2O[C@@H]1C(O)CO (stereo not given in full) | -12.1 | x
Cc1cccc(N2CCN(c3ncnc4c3c(-c3ccccc3)cn4-c3ccccc3)CC2C)c1 (stereo not given) | 12.7 | x
Cc1ccc2nc(NC(=O)CSc3ncc(C(=O)Nc4ccc(F)cc4)c(=O)n3C)sc2c1 | -9.5 | x
O=C(CCOc1ccccc1)N(Cc1cccnc1)c1nc2ccc(F)cc2s1 | -16.5 | x
CN(Cc1ccco1)C(=O)c1ccc2c(c1)N(Cc1ccccc1F)C(=O)c1ccccc1S2 | -17.8 | x
Cc1cccc(NC(=O)CSc2nnc(NC(=O)Nc3ccccc3)s2)c1C | 7.1 | x
Fc1ccccc1-n1ncc2c1ncn1nc(Cc3ccccc3)nc21 | 1.1 | x
O=C(Nc1cccc2cccnc12)c1ccc(F)cc1 | -20.9 | x
Cc1cc(C)c(/C=C/c2onc(C)c2S(=O)(=O)N2CCC(C(=O)NCc3ccccc3Cl)CC2)c(C)c1 | 2.3 | x
CCC1CN(C(=O)N2CCC(C(=O)NCCCc3ccccc3)CC2)c2ccccc2O1 (stereo not given) | 1.1 | x
O=C(c1ccc2c(c1)N(Cc1ccccc1)C(=O)c1ccccc1S2(=O)=O)N1CCCC1 | 14.6 | x
O=S(=O)(c1cccc(C(F)(F)F)c1)n1c(/C=C/c2ccccc2)nc2ccccc21 | 2.3 | x
CC(C)c1cnc2c(c1SCC(=O)c1ccccc1)c(=O)n(C)c(=O)n2C | 4.5 | x
COc1ccc(N2CC(C(=O)Nc3ccc(NC(C)=O)cc3)CC2=O)cc1 (stereo not given) | 0.0 | x
O=C(Nc1ccc2nn(-c3ccc(Cl)cc3)nc2c1)c1cc2ccccc2o1 | -0.1 | x
Cc1c(Cl)cccc1NC(=O)CC(c1ccc(F)cc1)N1Cc2ccccc2C1=O (stereo not given) | 12.3 | x
COc1ccc(CC(=O)NCCc2csc(-c3cccc(C)c3)n2)cc1 | 8.3 | x
CCOC(=O)c1cc(-c2ccccc2)n(CC(=O)Nc2cc(Cl)c(OC)cc2OC)c1C | -13.0 | x
COc1ccc(OC(=O)c2nc(SCc3ccc(F)cc3)ncc2Cl)cc1 | 2.0 | x
CCOC(=O)N1CCc2c(sc3c2c(=O)n(Cc2ccccc2)c(=O)n3CC(=O)Nc2c(C)cccc2C)C1 | 2.8 | x
CCc1ccc(Sc2cc(C(=O)O)c3ccccc3n2)cc1 | 2.4 | x
Cc1nn(CC(=O)Nc2ccccc2F)c(=O)c2c(C)n(-c3ccc(Cl)cc3)nc12 | 5.8 | x
COc1ccc(/C=C\c2onc(C)c2S(=O)(=O)N2CCC(C(=O)Nc3ccc(Cl)cc3)CC2)cc1 | 4.8 | x
CCOC(=O)c1cc(-c2ccccc2)n(CC(=O)NC2CCC(C)CC2)c1C (stereo not given) | 7.4 | x
Cc1nc2nc(SCC(=O)Nc3ccccc3Cl)nn2c(C)c1Cc1ccccc1 | 10.2 | x
Cc1ccc2nc(NC(=O)CSc3nccn3Cc3ccc(Cl)cc3)sc2c1 | 4.4 | x
Cc1cccc(NC(=O)CSc2cn(CC(=O)N3CCCC3)c3ccccc23)c1C | -19.0 | x
COc1ccc(NS(=O)(=O)c2ccc3c(c2)CCN3C(=O)C2CC2)cc1OC | 1.7 | x
Cc1cccc(CCNC(=O)c2nn(C)c3c2CSc2ccccc2-3)c1 | 2.9 | x
Cc1ccc(NC(=O)Cn2c(=O)n(Cc3ccccc3)c(=O)c3sc4ccccc4c32)cc1 | 0.1 | x

Rewritten with each value named: part of the list above.
CCOC(=O)c1cc(-c2ccccc2)n(CC(=O)NC2CCC(C)CC2)c1C (stereo not given)
  DRD3 agonist = 7.4; SW480 rereplic = x

Cc1nc2nc(SCC(=O)Nc3ccccc3Cl)nn2c(C)c1Cc1ccccc1
  DRD3 agonist = 10.2; SW480 rereplic = x

Cc1ccc2nc(NC(=O)CSc3nccn3Cc3ccc(Cl)cc3)sc2c1
  DRD3 agonist = 4.4; SW480 rereplic = x

Cc1cccc(NC(=O)CSc2cn(CC(=O)N3CCCC3)c3ccccc23)c1C
  DRD3 agonist = -19.0; SW480 rereplic = x

The main list resumes; the 2 compounds before the break are reprinted first.
SMILES | DRD3 agonist | SW480 rereplic
Cc1cccc(CCNC(=O)c2nn(C)c3c2CSc2ccccc2-3)c1 | 2.9 | x
Cc1ccc(NC(=O)Cn2c(=O)n(Cc3ccccc3)c(=O)c3sc4ccccc4c32)cc1 | 0.1 | x
Cc1c(C(=O)OCCOc2ccccc2)[nH]c2c1C(=O)CC(c1ccccc1Cl)C2 (stereo not given) | -7.9 | x
COc1ccc(N(C(=O)Cn2nnc3ccccc32)C(C(=O)NCc2ccccc2)c2ccc(F)cc2)cc1 (stereo not given) | -1.1 | x
CCOC(=O)Cc1ccc(NC(=O)Nc2ccccc2OCc2cc(=O)n3ccccc3n2)cc1 | -15.6 | x
CCOC(=O)c1ccc(NC(=O)CSc2nc3c([nH]c4ccccc43)c(=O)n2C)cc1 | 7.2 | x
CN(C)c1cc2c(cc1NC(=O)c1ccc(F)cc1)n(C)c(=O)n2C | 14.5 | x
Cc1cc(C)c(NC(=O)CCn2c(=O)c3cccn3c3cccnc32)c(C)c1 | 3.7 | x
CCN(CC)c1ccc(NC(=O)c2cnn3c(C(F)F)cc(-c4ccccc4)nc23)cc1 | -11.5 | x
Cc1ccc(NC(=O)C2CCN(S(=O)(=O)c3c(C)noc3/C=C/c3cccs3)CC2)cc1F | -6.9 | x
COc1ccc(-c2nc(CNS(=O)(=O)c3cccc(F)c3)cs2)cc1 | -7.8 | x
CCC(=O)O[C@]1(C(=O)CCl)[C@@H](C)C[C@H]2[C@@H]3C[C@H](F)C4=CC(=O)C=C[C@]4(C)[C@@]3(F)[C@@H](O)C[C@@]21C | 4.7 | x
O=c1oc2ccc(Cl)cc2cc1-c1cn2c(n1)sc1ccccc12 | 11.5 | x
COc1ccc(CCNC(=O)c2c[nH]n3c(=O)c(Cc4ccccc4Cl)c(C)nc23)cc1OC | -5.0 | x
O=C(O)c1cc(O)c2c(c1)[C@H]([C@H]1c3cc(C(=O)O)cc(O)c3C(=O)c3c(O[C@@H]4O[C@H](CO)[C@@H](O)[C@H](O)[C@H]4O)cccc31)c1cccc(O[C@@H]3O[C@H](CO)[C@@H](O)[C@H](O)[C@H]3O)c1C2=O | -8.1 | x
CNC(=O)C1CCCN(c2nnc(C)c3c(C)n(-c4ccccc4)nc23)C1 (stereo not given) | 6.1 | x
COc1cc(C(=O)Nc2nonc2-c2ccc(Cl)cc2)cc(OC)c1OC | -8.2 | x
Cc1cccc(CCNC(=O)c2ccc3c(c2)nc2n3CCOC2)c1 | -0.1 | x
CCOC(=O)c1ccccc1NC(=O)CSc1cn(CC(=O)N2CCOCC2)c2ccccc12 | -5.9 | x
COc1ccccc1N1CCN(c2nc3ccc(C)cc3n3nnnc23)CC1 | -0.4 | x
Cc1cc2nc(-c3ccc(NC(=O)c4ccccc4F)cc3)oc2cc1C | -10.1 | x
Cc1ccc(C(=O)N2CCc3cc(CNC(=O)COc4ccccc4)ccc32)cc1 | -11.4 | x
Cc1ccc(Cn2nnc3c(=O)[nH]c(C4CCN(C(=O)Cc5ccccc5F)CC4)nc32)cc1 | 11.4 | x
CCc1ccc2ncc3c(-c4ccc(F)cc4)nn(CC(=O)NC4CCCCC4)c3c2c1 | 3.9 | x
C=CCc1c(C)nc2nc(SCC(=O)Nc3ccccc3CC)nn2c1C | 13.5 | x
Cc1ccc2nc(-c3ccc(NC(=O)COc4ccc(Br)cc4Br)cc3)sc2c1 | 4.6 | x
COc1ccc(OC)c(NC(=O)c2oc3c(c2C)-c2nn(Cc4ccc(Cl)cc4)cc2CC3)c1 | 18.2 | x
Cc1ccc2nc(N(Cc3cccnc3)C(=O)Cc3ccccc3)sc2c1 | -9.5 | x
COc1ccc(-c2c(C)nn3c(C(F)(F)F)cc(-c4ccccc4)nc23)cc1OC | 12.2 | x
Cc1nn(CC(=O)NCCc2ccccc2Cl)c(=O)c2nn(-c3ccccc3)c(C)c12 | -9.9 | x
CC(=O)Nc1ccc(S(=O)(=O)N2CCC(c3nnnn3-c3ccccc3)CC2)cc1 | 3.3 | x
O=S(=O)(NCCS(=O)(=O)N1CCN(c2ccccc2)CC1)c1ccc(Br)cc1 | -5.5 | x
CC(=O)c1ccc(N2CCN(c3ncnc4c3c(-c3ccccc3)cn4-c3ccc(Cl)cc3)CC2)cc1 | 6.9 | x
O=C(Cn1c(=O)c2cccn2c2ccc(F)cc21)Nc1cccc(F)c1 | -5.7 | x
Cc1ccccc1NC(=O)CSc1cn(CC(=O)N2CCCCCC2)c2ccccc12 | -11.9 | x
CCCc1cc(=O)[nH]c2nnc(SCC)n12 | 8.3 | x
CC(=O)N1CCc2cc(CNS(=O)(=O)c3ccc(Br)s3)ccc21 | 1.7 | x
COc1ccc2c(c1)Cc1sc(NC(=O)c3cccc(F)c3)nc1-2 | 2.2 | x
COc1ccc(CCn2c(=O)c3cccnc3n(CC(=O)Nc3c(C)cccc3C)c2=O)cc1OC | -6.6 | x
Cc1cc(C)c2oc(-c3ccc(NC(=O)COc4ccccc4C)cc3)nc2c1 | 11.6 | x
CCOc1ccc(-n2c(=O)c3c(C)c(C(=O)N(C)C)sc3n(CC(=O)Nc3c(C)cc(C)cc3C)c2=O)cc1 | -8.5 | x
O=C(Cn1c(=O)nc(-c2ccccc2)c2ccccc21)NCCc1ccc(Cl)cc1 | 7.4 | x
CCOc1ccc(NC(=O)CN2C(=O)C(c3ccccc3)=NC23CCC(C)CC3)cc1 (stereo not given) | -8.5 | x
CCOC(=O)C1CCN(C(=O)c2ccc(-n3ccc4ccccc43)s2)CC1 | -14.1 | x
CC(C)COc1ccc(C(=O)N(Cc2ccc(N(C)C)cc2)Cc2ccco2)cc1 | 1.9 | x
O=C(Nc1cccc(Cl)c1)C1CCCN1S(=O)(=O)c1cccc2cccnc12 (stereo not given) | -5.7 | x
O=C(NCc1ccc2c(c1)CCN2C(=O)c1ccccc1)Nc1cccc(C(F)(F)F)c1 | -24.7 | x
Cc1nnc(N2CCC(C(=O)NC3CCCCC3)CC2)c2nn(-c3ccccc3)c(C)c12 | -14.9 | x
CC(=O)O[C@@H]1C(=O)O[C@@H]2[C@H]1OC(=O)[C@@H]2OC(C)=O | 4.1 | x
